Mtb RmlCD inh: M. tuberculosis RmlC/RmlD coupled enzyme inhibitors, primary screen, biochemical, compound mixtures, 384-well, from 1536-well plates. dTDP-4-dehydrorhamnose reductase (Mycobacterium tuberculosis (strain ATCC 25618 / H37Rv)) …. RmlC+RmlD coupled enzyme assay, percent inhibition; primary screen in compound mixtures. inhibition, % at 3.6 µM. 0.03% of 160,000 active. AID 1533, 2009; in the data active = inhibition mostly above about 34%, no sharp cut-off; note: some results filed as inactive read as strong as hits
Target sequence (P9WH09 whole entry, looked up): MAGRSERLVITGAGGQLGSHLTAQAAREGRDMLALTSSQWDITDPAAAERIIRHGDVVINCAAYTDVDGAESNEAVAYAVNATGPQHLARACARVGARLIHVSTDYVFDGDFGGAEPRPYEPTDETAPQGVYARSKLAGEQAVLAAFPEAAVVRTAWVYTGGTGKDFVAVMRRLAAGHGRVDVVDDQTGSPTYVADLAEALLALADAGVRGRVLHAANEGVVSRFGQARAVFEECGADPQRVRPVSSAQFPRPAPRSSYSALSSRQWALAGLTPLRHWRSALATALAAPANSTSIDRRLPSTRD
Target sequence (P9WH11 whole entry, looked up): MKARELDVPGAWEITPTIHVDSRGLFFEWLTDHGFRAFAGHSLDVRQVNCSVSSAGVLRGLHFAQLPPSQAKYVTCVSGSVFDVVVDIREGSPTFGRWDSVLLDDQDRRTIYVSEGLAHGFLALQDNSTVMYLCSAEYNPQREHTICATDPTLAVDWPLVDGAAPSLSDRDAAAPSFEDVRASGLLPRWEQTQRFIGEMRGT
M. tuberculosis GlmU: inhibition of mycobacterial GlmU enzyme – biochemical, glucosamine-1-phosphate acetyltransferase (AID 1376). Bifunctional protein GlmU (Mycobacterium tuberculosis (strain ATCC 25618 / H37Rv)). M. tuberculosis GlmU acetyltransferase enzyme assay; higher % means a stronger effect. inhibition, %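 (tested at 30 µM in the primary screen)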; hits with a dose series show IC50 in µM. 0.25% of 220,000 active; in the data active = inhibition above about 13%;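 note: 0% = complete reaction with vehicle and 100% = reaction without substrate; strong numbers were not always called active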
Active calls of the source: *; nt = not tested or not shown; & = joins results of further samples.

Results follow in this order: M. tuberculosis GlmU, Mtb RmlCD inh
CCOc1ccc2nc(N(CCN(CC)CC)C(=O)c3cccc([N+](=O)[O-])c3)sc2c1
  -0.6%, -12
Nc1nc(-c2ccccc2)nc2sc3c(c12)CCCC3
  1.5%, 4
O=C(c1cccc(F)c1)N1CCN(Cc2c[nH]c3ccccc23)CC1
  15%*, -1
Cc1nnc(SCc2ccccc2Cl)n1CC1CCCO1 (stereo not given)
  2.3%, -3
Cc1ccc2c(c1C)NC(=O)C2(O)CC(=O)c1ccc2c(c1)OCO2 (stereo not given)
  0.9%, 11
Cn1c(-c2cc(Cl)ccc2O)nc2c1c(=O)[nH]c(=O)n2Cc1ccccc1
  -2.1%, nt
CCCc1nn2c(N)c(/C=C3\C=Nc4ccccc43)c(=O)nc2s1
  7.4%&6.4%, -6&-13
COc1cc(CN2CCN(c3cc(C)ccc3C)CC2)cc([N+](=O)[O-])c1O
  2.5%, nt
O=C(c1ccc2c(c1)ncn2C1CCCCCC1)N1CCC2(CC1)OCCO2
  7.7%, -5
CCCCOC(=O)c1cc(C)nc2ccc(Br)cc12
  2.0%, 25
O=C(C1CCN(S(=O)(=O)N2CCC3(CC2)OCCO3)CC1)N1CCN(Cc2ccccc2)CC1
  1.7%, 72
Nc1cccc(Nc2nc(OC(C(F)(F)F)C(F)(F)F)nc(OC(C(F)(F)F)C(F)(F)F)n2)c1
  0.0%, -8
CCCn1nnnc1NCc1ccc(N2CCCC2)cc1
  1.5%, nt
Cn1c(O)c(C=NC2CC3CCC2(C)C3(C)C)c(=O)[nH]c1=O (stereo not given)
  6.1%, nt
Nc1c(C(=O)O)sc2nc(-c3ccccc3)cc(-c3ccc(Cl)cc3)c12
  4.8%, -4
CCOC(=O)c1c(Cc2cccc(Cl)c2)c[nH]c1C
  -9.1%, 8
CCOC(=O)NN1C(=O)c2ccccc2NC1C (stereo not given)
  1.2%, 6
Cc1onc(-c2ccccc2)c1C(=O)Nc1ccon1
  5.9%, nt
N#C/C(=C\Nc1ccc2c(c1)OCCO2)c1nc(-c2ccccc2)cs1
  -3.8%, nt
CCOC(=O)c1c(-c2ccc(OCC)cc2)csc1NC(=O)CCN1C(=O)c2ccccc2C1=O
  -3.5%, -2

Results follow in this order: M. tuberculosis GlmU, Mtb RmlCD inh
CCOc1cc(C#N)c(NC(=O)c2cccnc2Cl)cc1OCC
  -6.8%, nt
CCCCNC(=O)C1CCCN(S(=O)(=O)c2ccc(S(=O)(=O)NCC(C)C)cc2)C1 (stereo not given)
  2.2%, 4
O=C(Cn1ncc2c(=O)oc3ccccc3c21)NC1CC1
  1.6%, 6
NC(=O)c1cccnc1Nc1ccccc1F
  -4.1%, 0
Oc1c(Br)cc(Br)cc1CNc1ccc(F)cc1
  0.9%, nt
COc1cc(NC(=S)Nc2cccc(C)n2)cc(OC)c1OC
  -0.2%, 12
Cc1ccc(C)c(S(=O)(=O)N=Nc2c(O)[nH]c3ccccc23)c1
  -4.4%, -9
COc1ccc(N2CCN(C(=O)Cc3coc4cc(C)ccc34)CC2)cc1
  0.1%, 7
O=[N+]([O-])c1ccc2c(c1Nc1ccccc1)=NC1(CCCCC1)N=2
  1.6%, nt
O=C(/C=C/c1ccco1)NCCCN1CCOCC1
  4.1%, -7
CS(=O)(=O)N1CCN(c2ccc(NC(=S)NC(=O)c3ccccc3[N+](=O)[O-])cc2)CC1
  -5.0%, -6
CC1CCCC(C)N1C(=O)CSc1nnc(-c2cccs2)o1 (stereo not given)
  6.4%, -4
COC(=O)c1ccc(COc2ccc(/C=N/N3CCN(C)CC3)cc2)cc1
  5.6%, -6
CCOC(=O)C1=C(C)NC(=O)CC1c1cc2c(cc1[N+](=O)[O-])OCO2 (stereo not given)
  -2.6%, 4
COc1ccc(C)cc1NC(=O)c1ccc(CN2CCN(c3ccccc3)CC2)cc1
  1.4%, nt
CCOc1ccc(C(=O)Nc2nnn(CC)n2)cc1
  -2.0%, -5
COC(=O)c1ccc(/C=N/Nc2nc(-c3ccccc3)cs2)cc1
  0.2%, 2
CCN(CC)c1ccc(/C=C2\SC(=O)N(C(C)C)C2=O)o1
  3.7%, -10
O=C(NCCN1CCCCC1)Nc1ccccc1
  -2.0%, 13
Cc1ccc(F)c(NC(=O)c2ccc(Cn3cc(Cl)cn3)cc2)c1
  1.6%, 28

Results follow in this order: M. tuberculosis GlmU, Mtb RmlCD inh
CC12CCC(C/C1=N/OC(=O)c1cccc([N+](=O)[O-])c1)C2(C)C (stereo not given)
  -9.5%, 2
CC1=C(C(=O)c2ccccc2)C(c2cn(-c3ccccc3)nc2-c2ccc(Cl)cc2)NC(=S)N1 (stereo not given)
  4.0%, 4
COc1ccc(C2CN=NC23CCCc2ccccc2C3=O)cc1 (stereo not given)
  -1.7%, 15
COc1ccc(C(=O)Nc2cc3c(cc2C#N)OCO3)cc1S(=O)(=O)NCc1ccco1
  -1.4%, -14
COc1ccc(C2c3ccc4ccccc4c3Oc3ncn(CCCO)c(=N)c32)cc1OC (stereo not given)
  -11%, nt
Cc1ccc(S(=O)(=O)n2nnc3ccccc32)c(C)c1C
  -2.6%, -1
Cc1cc(Nc2ccccc2)n(C(=O)c2ccc(Cl)cc2)n1
  -5.9%, nt
O=S(=O)(Nn1cnnc1)c1ccc2ccccc2c1
  -2.8%, nt
CCCn1c(CCc2ccccc2)nnc1SCC(=O)N1CCCC1
  -3.2%, nt
CCOC(=O)c1ccc(-c2nnc(-c3ccc(Cl)cc3Cl)o2)cc1
  -1.3%, nt
CCCS(=O)(=O)NCCc1cc2ccc(C)cc2[nH]c1=O
  -8.9%, 3
CC(/C=N\NC(=O)c1cccnc1)c1ccccc1 (stereo not given)
  6.2%, nt
CSCC[C@H](NC(=O)C1CCN(S(=O)(=O)c2ccc(C)cc2)CC1)C(=O)NCc1ccco1
  -0.9%, 11
CCCCSc1nsc(NC(C)=O)n1
  -5.2%, 8
Cc1n[nH]c(C)c1CCOc1ccc(C(C)C)cc1
  -2.5%, 10
S=C(Nc1ccc2c(c1)OCO2)NC1CCN(Cc2ccccc2)CC1
  1.7%, nt
CC1CCCC(=C\c2ccccc2)/C1=N/O (stereo not given)
  -3.5%, 5
CC(=O)c1c(C(C)=O)c(C)n(NC(=O)c2ccc(Cl)cc2)c1C
  -0.8%, -10
CCC(C)c1ccccc1NC(=O)COC(=O)c1ccc2[nH]c3c(c2c1)CCCC3 (stereo not given)
  -2.5%, -4
COc1cc(-c2cn[nH]c2N)cc(OC)c1OC
  6.1%, 5

Results follow in this order: M. tuberculosis GlmU, Mtb RmlCD inh
Cc1ccccc1NC(=O)CSc1[nH]c(=O)cc(C)c1C#N
  3.3%, 21
N=c1sccn1CC(=O)Nc1ccccc1Oc1ccccc1
  0.6%, 5
Cc1ccc(C(C)(C)C)cc1S(=O)(=O)NC(=O)c1ccccc1
  4.7%, 2
CCOc1ccc(N2C(=O)NC(=O)/C(=C\c3ccc(N4CCOCC4)cc3C)C2=O)cc1
  1.6%, 5
O=C1CC(N2CCOCC2)C(=O)N1Cc1ccc(N2CCCC2=O)cc1 (stereo not given)
  3.6%, nt
CCOC(=O)N1CCN(C(=O)c2cc(C)c3c(C)nn(-c4ccccc4)c3n2)CC1
  6.4%, 10
N#C/C(C(=O)N1CCCCC1)=C1/N=C(N)c2ccccc21
  3.1%, 5
CCOC(=O)c1nn(-c2cccc(Cl)c2)c(C)c1C(C)=O
  -7.2%, -15
CCOC(=O)c1cnn(CCOC(=O)C(C)(C)C)c1NC(=O)C(C)(C)C
  1.3%, nt
O=C(Nc1cc(C(=O)N2CCCC2)ccc1N1CCCC1)C1CC1
  9.3%, nt
COCCCNC(=O)Cn1c(=O)n(CCCCCC(=O)Nc2ccccc2)c(=O)c2sccc21
  -1.4%, -1
CC(C)NC(=O)CC(c1ccccc1)c1cc(Br)ccc1O (stereo not given)
  3.6%, nt
Cc1cc(N2CCN(C(=O)c3ccco3)CC2)n2nc(-c3cccc(Cl)c3)cc2n1
  14%*, -7
COc1ccccc1NC(=O)C(=O)NCC1COc2ccccc2O1 (stereo not given)
  1.8%, nt
CC1=CC2=NC(=O)/C(=C\c3ccc(OC(=O)c4ccco4)cc3)C(=N)N2O1
  7.5%, 2
Cc1ccc2nc(SCC(=O)NC(=O)NCc3ccco3)[nH]c2c1
  -1.0%, 8
CCOc1ccc(N/C(C)=C\C(=O)c2ccc3c(c2)OCCO3)cc1
  -2.8%, 3
O=c1[nH]c2ccccc2s1
  1.1%, -2
COC(=O)C1=C(c2cc3ccccc3s2)C[C@@H]2CC[C@H]1N2C(=O)NCc1ccccc1
  9.0%, nt
O=C(CCS(=O)(=O)c1ccc(Br)s1)NCc1ccc2c(c1)OCO2
  1.7%, nt

Results follow in this order: M. tuberculosis GlmU, Mtb RmlCD inh
COC(=O)c1cc(Br)c(=O)n(CCN2CCOCC2)c1
  -0.7%, nt
Fc1ccc2nc(-c3ccccc3)nc(SCc3nnc(-c4ccccc4)o3)c2c1
  2.1%, nt
Cc1nc(-c2ccc(C(=O)N3CCOCC3)cc2)cs1
  7.0%, nt
O=C(CSCc1c[nH]c(=O)[nH]c1=O)OCC(=O)c1ccc(Br)cc1
  0.7%, nt
Cc1nnc(SC(C)C(=O)Nc2ccc(S(=O)(=O)NC3CCCCC3)cc2)s1 (stereo not given)
  2.9%, nt
CCOc1ccc(CCNC(=O)c2cc3sccc3n2CC)cc1OCC
  -2.3%, 3
CCOC(=O)C1C(=O)C=C(/C=C/c2ccccc2)CC1c1ccc(Cl)cc1 (stereo not given)
  5.9%, -1
Cc1ccc(S(=O)(=O)c2nc(-c3ccco3)oc2NCC2CCCO2)cc1 (stereo not given)
  1.5%, -10
CCC(C(=O)OC)n1cnc2c(nnn2-c2ccc(OC)cc2)c1=O (stereo not given)
  -3.4%, -15
Cc1ccc(C)c(N2CCN(C(=O)c3ccc(Cn4c(=S)[nH]c5ccc(N6CCOCC6)cc5c4=O)cc3)CC2)c1
  1.3%, 4
c1ccc2oc(NC3=NCN(CC4CCCO4)CN3)nc2c1 (stereo not given)
  15%, 5
CCOC(=O)c1cc(-c2ccc(F)cc2)n(CC(=O)N2CCCC2)c1C
  0.9%, 3
COc1ccc(CNC(=O)C(c2ccncc2)N(C(=O)Cc2cccs2)c2ccc(C)cc2)cc1 (stereo not given)
  2.4%, 11
COc1ccc(Cc2nnc(N/N=C/c3ccc(O)cc3)[nH]c2=O)cc1OC
  3.0%, 5
Nc1ccc2cn[nH]c2c1
  -4.1%, nt
CC(C)Cn1c([N+](=O)[O-])nc2c1c(=O)[nH]c(=O)n2C
  2.9%, -4
N#Cc1cnn(-c2nc(SCc3ccccc3)nc3sc4c(c23)CCCC4)c1N
  0.9%, 0
CCOC(=O)Cn1c(=O)c(-c2ccccc2N)nc2ccccc21
  -0.3%, nt
Cc1ccc2nc(Cl)c(CNCc3ccccc3)cc2c1
  6.4%, 3
O=C(NCc1cccs1)c1ccc2c(c1)OCCO2
  6.4%, nt

Results follow in this order: M. tuberculosis GlmU, Mtb RmlCD inh
CCN(CC)CCN=Cc1c(O)n(Cc2ccco2)c(=O)[nH]c1=O
  1.7%, 11
CCn1c(SCC(=O)Nc2cc(OC)c(OC)c(OC)c2)nnc1-c1cccs1
  10%, nt
C=CCc1cccc(/C=N/c2ncccc2O)c1O
  1.8%, -11
c1cncc(-c2nc3cc4ccccc4cc3[nH]2)c1
  -4.9%, nt
CNC(=O)NC(=O)CSc1nnc(-c2ccc(F)cc2)n1CC1CCCO1 (stereo not given)
  -5.4%, -10
O=C(c1ccco1)N1CCN(S(=O)(=O)c2ccc(F)cc2)CC1
  -6.0%, -8
CCn1c(-c2cc(-c3cccc(OC)c3)nc3ccccc23)n[nH]c1=S
  4.4%, -7
Oc1ccccc1/C=N/NP(=S)(c1ccccc1)c1ccccc1
  -1.2%, 7
Cc1n[nH]c(C)c1CCN(C)Cc1cn(C)nc1-c1ccccc1F
  5.9%, 9
Cc1sc2ncnc(SCc3ccco3)c2c1C
  -3.8%, -2
C1=Nc2c(NCc3ccccc3)ncnc2Oc2ccccc21
  -1.7%, nt
Fc1ccc(-n2nnnc2-c2cnc(-c3cccs3)nc2C(F)(F)F)cc1
  1.8%, 9
CCC(NC(=O)NC1=NCCS1)(C(F)(F)F)C(F)(F)F
  2.0%, -3
COc1ccc(/C=C/c2c([N+](=O)[O-])c(=O)n(C)c(=O)n2C)cc1OC
  -5.5%, nt
CCN(CC(=O)Nc1cccc(Br)c1)Cc1nc2ccccc2c(=O)[nH]1
  -0.7%, 4
Cc1ccc(NC(=O)C2(N3CCC3=O)CCCCC2)cc1
  8.1%, -7
CC1CCN(Cc2ccc(-c3nnn(CC(=O)Nc4ccccc4Cl)n3)cc2)CC1
  0.5%, nt

An excerpt from above in order of length of the SMILES, ascending:
Results follow in this order: M. tuberculosis GlmU, Mtb RmlCD inh
C=CCc1cccc(/C=N/c2ncccc2O)c1O
  1.8%, -11
c1cncc(-c2nc3cc4ccccc4cc3[nH]2)c1
  -4.9%, nt
C1=Nc2c(NCc3ccccc3)ncnc2Oc2ccccc21
  -1.7%, nt
CCC(NC(=O)NC1=NCCS1)(C(F)(F)F)C(F)(F)F
  2.0%, -3
CCN(CC)CCN=Cc1c(O)n(Cc2ccco2)c(=O)[nH]c1=O
  1.7%, 11
CC1CCN(Cc2ccc(-c3nnn(CC(=O)Nc4ccccc4Cl)n3)cc2)CC1
  0.5%, nt
COc1ccc(/C=C/c2c([N+](=O)[O-])c(=O)n(C)c(=O)n2C)cc1OC
  -5.5%, nt

Not all compounds are listed; the hit share may differ from the screen's.
